Compound activity deposited in PubChem by National Center for Advancing Translational Sciences (NCATS).
Cycloheximide cs: counter-screen for Shiga toxin inhibitors: cycloheximide protein synthesis inhibition; cell reporter, cycloheximide protein synthesis inhibition counterscreen; max response, %; 300,000 compounds, 12% hits; in the data active means max response mostly above about 13%, no sharp cut-off; inactive means mostly below about 14%; further: read at 38.3 µM for the half of the compounds with a filed dose; 0% is about no effect
Tb PYK inh: T. brucei pyruvate kinase inhibition | Q57TT1 | TbPYK enzyme, Kinase-Glo Plus ATP luminescence, 45 min | Potency, µM (series often up to 76.8 µM), for inactives: at the top dose activity, negative = inhibition, actives largely listed as inhibitors | 410,000 compounds, 0.12% hits | AID 624173; further: potency means the concentration at half of the fitted maximal effect; on the % scale 0 is the no-effect control and ±100 the full control effect; nearly all actives have a fitted effect of over 50% in size
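Luminescence from Kinase-Glo Plus, added after a 45-minute room-temperature reaction, served as the end-point read-out. The enzyme and substrate were preincubated with compound before ADP (130 uM final) initiated turnover. Concentration-effect curves came from normalized qHTS data.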
Pf growth 48h: P. falciparum growth inhibition at 48 hours (one generation) | P. falciparum luciferase growth in erythrocytes, 48 h | 310,000 compounds, 5.9% hits | Potency, µM (highest dose often 28.7 µM), for inactives: top-dose activity change, negative = inhibition, hits mostly inhibitors; further: potency means the concentration at half of the fitted maximal effect; on the % scale 0 is the no-effect control and ±100 the full control effect
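Erythrocytes infected with P. falciparum carrying an integrated firefly luciferase reporter (2% hematocrit, 0.1% parasitemia final) were exposed to compounds in RPMI 1640 with 0.5% Albumax at 37 C, 5% CO2. Growth inhibition was scored as reduced luminescence.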
Shiga toxin inh: inhibitors of Shiga toxin in Vero cells; inhibition, % at 38.7 µM; 290,000 compounds, 9.2% hits; Vero cells, Shiga toxin protein synthesis inhibition reporter; in the data active means inhibition mostly above about 28%, no sharp cut-off; inactive means mostly below about 43%; further: 0% is about no effect
Pf growth 96h: inhibits malaria parasite growth, 96 h. P. falciparum luciferase reporter growth, 96 h. 320,000 compounds, 6.9% hits. AID 504834. Potency, µM (highest dose often 28.7 µM), inactives show at the highest dose activity change, negative = inhibition, hits mostly inhibitors; further: potency means the concentration at half of the fitted maximal effect; on the % scale 0 is the no-effect control and ±100 the full control effect
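Parasite growth measured via integrated firefly luciferase reporter in P. falciparum. Infected erythrocytes at 2% hematocrit, 0.05% parasitemia final were treated 96 hours at 37 C under 5% CO2, and luminescence was read.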
AMA1 RON2 block: disrupts binding of P. falciparum AMA1 to RON2; AlphaScreen AMA1-biotinylated RON2 peptide binding; Potency, µM (series often up to 58.2 µM), for the others: at the top dose activity change, negative = inhibition, hits mostly inhibitors; 360,000 compounds, 0.2% hits; AID 720542;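 further: potency means the concentration at half of the fitted maximal effect; 0% = vehicle wells and -100% = peptide control; nearly all actives have a fitted effect of over 45% in size; some results filed as inactive show a strong effect at the top dose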
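AMA1 (3D7) with his tag at 25 nM final met compounds first, then biotinylated RON2 peptide at 25 nM; detection used donor plus acceptor beads, 10 µg/mL apiece, read by AlphaScreen after 30 min at room temperature.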
LmPK inh: blocks Leishmania mexicana pyruvate kinase activity; Q27686; purified LmPK, Kinase-Glo ATP luminescence, 1 h; Potency, µM (highest dose often 57.5 µM), inactives show at the top dose activity change, negative = inhibition, usual class: inhibitors; 290,000 compounds, 0.37% hits; AID 1721; further: potency means the concentration at half of the fitted maximal effect; on the % scale 0 is the no-effect control and ±100 the full control effect
Target sequence (Q27686 whole entry, looked up): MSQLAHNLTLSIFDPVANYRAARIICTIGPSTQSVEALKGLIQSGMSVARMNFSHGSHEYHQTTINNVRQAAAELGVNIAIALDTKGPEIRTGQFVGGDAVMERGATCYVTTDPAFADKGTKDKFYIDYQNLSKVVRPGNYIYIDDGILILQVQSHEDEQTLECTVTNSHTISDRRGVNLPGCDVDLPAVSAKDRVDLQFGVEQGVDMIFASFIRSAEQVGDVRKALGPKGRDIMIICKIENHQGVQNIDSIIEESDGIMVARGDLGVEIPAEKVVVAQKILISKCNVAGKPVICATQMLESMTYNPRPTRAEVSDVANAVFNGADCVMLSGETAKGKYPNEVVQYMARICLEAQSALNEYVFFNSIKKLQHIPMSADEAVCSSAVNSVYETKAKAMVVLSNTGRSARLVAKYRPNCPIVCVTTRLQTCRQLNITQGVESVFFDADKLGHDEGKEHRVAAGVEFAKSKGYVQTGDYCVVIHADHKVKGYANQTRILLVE
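Screened at intermediate enzyme activity to detect both inhibitors and activators: LmPK at 0.1 nM, with a 0.5 nM enzyme column as activation reference. PEP 0.5 mM, ADP 0.1 mM; ATP detected by luminescence after 1 h.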
* marks the source's active call; other numbers are inactive results; ? = inconclusive; . = no result given; [ ] = another dose, or the depositor's remark. Unless noted, the call rests on the fitted dose curve; in most records, active means well fitted curve in the direction sought with a large enough effect; inconclusive means small, poorly fitted or top-dose-only effect, or another doubt; inactive means no such curve, though single readings can be large; an effect the other way counts as inactive or inconclusive.

Screens by letter: A = Cycloheximide cs; B = Tb PYK inh; C = Pf growth 48h; D = Shiga toxin inh; E = Pf growth 96h; F = AMA1 RON2 block; G = LmPK inh
CC(=O)NC(C)c1nc2ccccc2n1C(C)C (centres undefined)
  A = -5	B = -1%	C = 6%	D = -19	E = ?	F = 6%	G = 0%

O=C(NCc1cccnc1)c1ccccc1NS(=O)(=O)c1ccccc1
  A = 1	B = 1%	C = 2%	D = 10	E = 8%	F = 11%	G = 3%

CCOC(=O)C1=C(O)c2ccccc2C(=O)/C1=C\c1ccc(CC)cc1
  A = 31*	B = ?	C = 3.3µM*	D = 58*	E = ?	F = ?	G = ?

CC(Sc1nnc(C2CC2)n1C1CC1)C(=O)c1ccc(F)cc1 (centres undefined)
  A = .	B = 3%	C = 30%	D = .	E = 22%	F = -1%	G = .

O=C(NN=C1CCCC1)c1ccc(Cl)cc1
  A = 41*	B = -10%	C = -1%	D = 72*	E = 15%	F = 39%[activator]	G = -9%

CN(C)S(=O)(=O)c1cccc(NC(=S)Nc2cccc3cnccc23)c1
  A = 8	B = -23%	C = 6.6µM*	D = 17	E = 3.7µM*	F = 10%	G = 3%

Cc1ccccc1N1C(=O)C(Cc2ccc(F)cc2)S/C1=C(\C#N)C(N)=O (centres undefined)
  A = 1	B = 2%	C = -2%	D = -4	E = 1%	F = -6%	G = 7%

CCOC(=O)CN(C(=O)CSc1nnc(-c2ccncc2)n1CCCN(C)C)c1ccccc1
  A = -4	B = -2%	C = -2%	D = 17	E = ?	F = -4%	G = 1%

CCOc1ccc(NC(=O)c2ccc3nccnc3c2)cc1
  A = 52*	B = 2%	C = 102%[activator]	D = 62	E = .	F = -11%	G = -2%

CS(=O)(=O)C1=C(O)C(=O)N(c2ccccc2)C1c1ccccc1 (centres undefined)
  A = -3	B = 3%	C = -6%	D = -6	E = ?	F = 41%[activator]	G = 1%

O=C(COC(=O)c1ccc2ccccc2c1O)Nc1ccccc1
  A = .	B = -6%	C = -23%	D = .	E = 25%	F = -11%	G = .

COc1ccc(OC)c2[nH]c(=O)c(CCNC(=S)NC(C)(C)C)cc12
  A = 1	B = 0%	C = -4%	D = 3	E = -6%	F = 3%	G = 1%[11.5 µM]

COC(=O)c1ccccc1NC(NC(=O)c1ccco1)C(=O)c1ccc(C)cc1 (centres undefined)
  A = 7	B = -6%	C = 11%	D = -1	E = -2%	F = -10%	G = 1%

CCOc1ccc2ccccc2c1C(=O)NCC(c1ccc(N(C)C)cc1)N(C)C (centres undefined)
  A = -3	B = -4%	C = -6%	D = -16	E = -7%	F = -9%	G = -4%

CCn1c(CCNC(=O)c2ccc(Cl)cc2)nnc1SCC(=O)NC1CCCC1
  A = 9	B = 0%	C = 9%	D = -3	E = .	F = 0%	G = 4%

Cc1c(Cl)cccc1NC(=O)CNC(=O)c1cn(-c2ccccc2)nc1-c1cccnc1
  A = .	B = -2%	C = ?	D = .	E = ?	F = -8%	G = .

CCC(=O)c1ccc(OCC(O)Cn2cnc3ccccc32)cc1 (centres undefined)
  A = 1	B = 3%	C = -35%	D = 31	E = 1.9µM*	F = -7%	G = 5%

COc1ccc(Cl)cc1C(=O)NNC(=O)CSc1nnnn1C
  A = -6	B = 7%	C = -18%	D = 23	E = -2%	F = 18%	G = -6%

Cc1cc(C(=O)N2CCc3ccccc3C2)no1
  A = 19*	B = -6%	C = 23%	D = 13	E = 29%	F = -8%	G = -2%

COc1ccc2cc(S(=O)(=O)Nc3ccccn3)ccc2c1
  A = -4	B = -2%	C = 22%	D = -1	E = ?	F = -2%	G = 5%

CCC(=O)Nc1ccc(C(=O)CSc2nnc(-c3ccc(NS(=O)(=O)CC)cc3)o2)cc1OC
  A = -3	B = 4%	C = 10%	D = -11	E = 9%	F = -7%	G = -3%

Cc1ccc(CN2CCc3c(OCc4ccc(F)cc4)cccc3C2=O)cc1
  A = -1	B = -16%	C = ?	D = 9	E = ?	F = -9%	G = 1%

CCCC(=O)OC1CCS(=O)(=O)c2sccc21 (centres undefined)
  A = -1	B = -1%	C = 5%	D = -13	E = 27%	F = 0%	G = 4%

COC(=O)C1=C(C)N(c2ccc(F)cc2)/C(=C/c2ccc(O)cc2)C1=O
  A = -6	B = 2%	C = -17%	D = -10	E = ?	F = 26%	G = -11%

COC(=O)C1C(c2ccc(OC)cc2)Nc2nnc(C(F)(F)F)n2C1(C)O (centres undefined)
  A = 15	B = -11%	C = 42%[activator]	D = 2	E = 18%	F = 1%	G = -4%

CC(=O)c1c(C)oc2c1C(=O)c1ccccc1C2=O
  A = -3	B = -9%	C = ?	D = 23	E = -29%	F = -5%	G = -6%

COc1ccc(OC)c(/C=C/c2nc3ccccc3[nH]c2=O)c1
  A = -3	B = -6%	C = -19%	D = -3	E = -2%	F = 10%	G = 10%

Cc1cc(NC(=O)C2CC=CCC2C(=O)O)ccc1NC(=O)c1ccccc1 (centres undefined)
  A = 25	B = 6%	C = ?	D = 25*	E = 9.3µM*	F = -11%	G = -6%

CCNc1nc(NC(C)C)nc(Oc2ccc(OCCOc3ccccc3)nn2)n1
  A = -3	B = 0%	C = ?	D = -16	E = .	F = 0%	G = 3%

C=CCc1c(C)nc2ccc(C(=O)OCC)cc2c1Cl
  A = 10	B = -4%	C = -21%	D = 41*	E = .	F = -4%	G = -14%

COc1ccc(NC(=S)NCCNC(C)=O)cc1
  A = 1	B = 5%	C = 6%	D = -12	E = 21%	F = 7%	G = -4%

CCCN(CC1CC1)C(=O)COC(=O)c1ccc(CNS(=O)(=O)c2ccc(F)c(Cl)c2)cc1
  A = 0	B = -9%	C = 15%	D = -13	E = -1%	F = 0%	G = 2%

CCC1(C)Cc2nc3[nH]c(=S)n(-c4ccccc4)c(=O)c3cc2CO1 (centres undefined)
  A = 1	B = -6%	C = -6%	D = -3	E = 7.4µM*	F = 49%[activator]	G = -3%

COc1ccc(C(=O)CN2CCN(S(=O)(=O)c3cccc([N+](=O)[O-])c3)CC2)cc1OC
  A = 3	B = -2%	C = -3%	D = -10	E = ?	F = 0%	G = 2%

O=S(=O)(O)c1cc(O)ccc1O
  A = .	B = -6%	C = 26%	D = .	E = 43%[activator]	F = -10%	G = .

COC(=O)COc1ccc(C2NC(=O)NC(c3ccccc3)=C2C(C)=O)cc1Br (centres undefined)
  A = -5	B = -2%	C = 0%	D = 5	E = ?	F = -3%	G = -5%

CCOc1ccccc1C(=O)NC1CC2CCCC(C1)N2C1CC1 (centres undefined)
  A = -4	B = 4%	C = ?	D = -12	E = -18%	F = -10%	G = -2%

COc1ccc(NC(=O)c2cccc(Cl)c2)c[n+]1[O-]
  A = -3	B = 3%	C = -15%	D = -4	E = 43%[activator]	F = -3%	G = 0%

Cc1c(S(=O)(=O)N2CCCC(C(=O)O)C2)cnn1C (centres undefined)
  A = 3	B = 4%	C = 27%	D = 22	E = 25%	F = -27%	G = 0%

O=C(C1=C(O)C(=O)N(CCN2CCOCC2)C1c1ccc(F)cc1)c1cccs1 (centres undefined)
  A = -1	B = -9%	C = 196%[activator]	D = -1	E = -5%	F = 0%	G = 4%

CC1CCCCC1NC(=O)CCNS(=O)(=O)c1ccc2c(c1)CCC(=O)N2 (centres undefined)
  A = 11	B = 10%	C = 11%	D = -2	E = ?	F = -1%	G = 0%

Cc1cccc(NC(=O)N2CC3CC(C2)c2cccc(=O)n2C3)c1 (centres undefined)
  A = 12	B = -4%	C = 15%	D = -1	E = 9%	F = -7%	G = -4%

CC(=O)c1cccc(N(C(=O)c2ccco2)C(C(=O)NC2CCCC2)c2ccncc2)c1 (centres undefined)
  A = -2	B = 3%	C = 6%	D = -10	E = -19%	F = -12%	G = -4%

C/C(=N\NC(=O)c1cc(-c2ccc(C)s2)nc2ccccc12)c1cccnc1
  A = 22*	B = -3%	C = -6%	D = 22	E = ?	F = 51%[activator]	G = -12%

Cc1nn(C2CCS(=O)(=O)C2)c(Cl)c1/C=C/C(=O)OCC(N)=O (centres undefined)
  A = 9	B = -4%	C = 2%	D = -18	E = ?	F = 3%	G = 2%

COc1cc([N+](=O)[O-])ccc1NC(=O)CN1CCCC1
  A = -1	B = -4%	C = 22%	D = -11	E = 17%	F = 2%	G = 4%

CS(=O)(=O)N1c2cccc3cccc(c23)S1(=O)=O
  A = -2	B = 7%	C = 14%	D = -4	E = 25%	F = 34%[activator]	G = -1%

COc1ccc(C(=O)CCC(=O)Nc2cccnc2)cc1OC
  A = -2	B = 0%	C = 6%	D = 11	E = 4%	F = 3%	G = -2%

COC(=O)c1cc(Sc2cccc(Cl)c2Cl)ccn1
  A = -1	B = -20%	C = 5%	D = -8	E = 13%	F = 16%	G = -6%

COc1ccccc1NCc1nnc(-c2ccccc2)o1
  A = 20*	B = 0%	C = 0%	D = 14	E = -92%	F = 2%	G = 0%

CC(C(=O)N1CCC2(CC1)OCCO2)C1Sc2ccccc2NC1=O (centres undefined)
  A = -2	B = -16%	C = 22%	D = -16	E = ?	F = 4%	G = -5%

Cc1sc2nc3ccc(NCc4ccco4)nn3c(=O)c2c1C
  A = 5	B = -11%	C = 3%	D = -9	E = -3%	F = 10%	G = -4%

O=[N+]([O-])c1cccc(-c2nnc(-c3ccccc3)o2)c1
  A = 45*	B = -24%	C = 89%[activator]	D = 67*	E = 11%	F = 10%	G = -10%

O=C(Nc1ccc(S(=O)(=O)Nc2nccs2)cc1)c1cc(-c2ccccc2)nc2ccccc12
  A = -6	B = -1%	C = -2%	D = -3	E = ?	F = 0%	G = -1%

COc1cc(/C=N/n2c(-c3cc(C)[nH]n3)n[nH]c2=S)ccc1O
  A = -3	B = ?	C = 2%	D = 17	E = 1%	F = 38%[activator]	G = -5%

COc1ccccc1CNc1ncnc2sccc12
  A = 8	B = 0%	C = -28%	D = 10	E = -25%	F = -5%	G = -2%

Cc1cc(C)c(S(=O)(=O)NCc2cn3c(C)csc3n2)c(C)c1
  A = -2	B = 1%	C = 2%	D = -7	E = ?	F = 8%	G = 8%

Reformatted: results already given
Order of values – Cycloheximide cs, Tb PYK inh, Pf growth 48h, Shiga toxin inh, Pf growth 96h, AMA1 RON2 block, LmPK inh
- CS(=O)(=O)C1=C(O)C(=O)N(c2ccccc2)C1c1ccccc1 (centres undefined)
    -3, 3%, -6%, -6, ?, 41%[activator], 1%
- O=C(C1=C(O)C(=O)N(CCN2CCOCC2)C1c1ccc(F)cc1)c1cccs1 (centres undefined)
    -1, -9%, 196%[activator], -1, -5%, 0%, 4%
